D1 potentiator: potentiators of human D1 dopamine receptor; P21728; HEK293 TREx D1 cells, calcium flux, dopamine EC20 potentiation; potentiation, % at 10 µM; actives 0.036% (n = 360,000); AID 504651; in the data active = potentiation above about 30%; note: 0% is about no effect
Target sequence (P21728 whole entry, looked up): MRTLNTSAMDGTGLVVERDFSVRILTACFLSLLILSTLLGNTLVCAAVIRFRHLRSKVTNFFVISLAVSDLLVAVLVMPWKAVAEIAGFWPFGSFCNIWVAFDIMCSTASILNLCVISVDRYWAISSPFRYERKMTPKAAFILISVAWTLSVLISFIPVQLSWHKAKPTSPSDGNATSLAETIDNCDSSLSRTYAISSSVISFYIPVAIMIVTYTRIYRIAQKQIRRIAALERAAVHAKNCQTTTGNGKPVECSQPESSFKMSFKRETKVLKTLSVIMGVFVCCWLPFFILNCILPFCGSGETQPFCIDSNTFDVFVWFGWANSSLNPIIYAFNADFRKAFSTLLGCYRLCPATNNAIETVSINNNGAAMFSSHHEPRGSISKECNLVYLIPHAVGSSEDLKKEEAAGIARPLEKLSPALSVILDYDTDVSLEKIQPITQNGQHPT
D2 antag: antagonists of human D2 dopamine receptor. P14416. inhibition, % at 10 µM. HEK293 TREx D2 cells, calcium flux, dopamine EC80. AID 485344. actives 2% (n = 340,000); in the data active = inhibition above about 30%; note: 0% is about no effect
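Compounds are added to dye-loaded, induced HEK293 T-REx cells coupled to calcium release via D2; after a 3 min kinetic read an EC80 dopamine stimulus is given and fluorescence is recorded for 3 more min.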
RXFP1 antagonist: antagonists of human relaxin receptor RXFP1; Q9HBX9; HEK293-RXFP1, relaxin-stimulated cAMP HTRF, 30 min; hits give low values; activity change, negative = inhibition, % at 57.5 µM; actives 0.59% (n = 350,000); AID 1259400;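 active = activity change of -60% or lower, but not beyond a set lower limit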; note: % is set by controls: 0 for no effect and ±100 for the full control effect
D1 ag: activates the human D1 dopamine receptor | P21728 | HEK293 T-REx D1 cells, calcium flux, agonist mode | activation, % at 2 µM | actives 1% (n = 360,000) | AID 504660; note: 0% is about no effect
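Inducible HEK293 T-REx D1 cells, force-coupled to calcium signalling, were plated at 4000 cells/well with tetracycline and held overnight at 30 C. After no-wash calcium dye loading, compound-evoked calcium rise over 180 s flagged agonists.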
TRHR enhancer: allosterically enhances the human TRH receptor; AID 493056; enhancement, % at 2 µM; actives 0.66% (n = 360,000); TRHR cells, fluo-8 calcium fluorescence, EC20 TRH enhancement; P34981; in the data active = enhancement above about 30%; note: 0% is about no effect
Target sequence (P34981 whole entry, looked up): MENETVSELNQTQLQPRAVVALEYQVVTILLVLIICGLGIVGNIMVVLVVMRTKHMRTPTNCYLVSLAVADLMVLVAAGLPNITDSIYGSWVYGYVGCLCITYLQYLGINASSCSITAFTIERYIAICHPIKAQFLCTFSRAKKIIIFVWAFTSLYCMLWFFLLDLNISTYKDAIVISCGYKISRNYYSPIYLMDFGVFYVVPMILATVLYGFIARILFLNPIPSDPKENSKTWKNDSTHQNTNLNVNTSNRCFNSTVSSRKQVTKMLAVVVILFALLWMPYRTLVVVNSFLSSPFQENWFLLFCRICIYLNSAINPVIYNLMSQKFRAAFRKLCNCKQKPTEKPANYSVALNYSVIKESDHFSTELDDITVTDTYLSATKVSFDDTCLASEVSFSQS
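TRHR-expressing cells loaded with fluo-8 calcium dye were read kinetically (ex 480/em 530) during compound addition, then stimulated with an EC20 of TRH (10 nM final). Enhancement of the Gq-mediated intracellular calcium response was scored.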
TRHR ag: TRH receptor (human) agonism; TRHR cells, calcium flux fluo-8, FDSS agonist mode; actives 0.18% (n = 360,000); P34981; AID 493084; activation, % at 2 µM; note: 0% is about no effect
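Read-out: compound-evoked intracellular calcium rise in TRHR cells, fluo-8 dye, kinetic FDSS fluorescence at 1 s/cycle following a 10-cycle baseline. Cells cultured overnight before dye loading (30 min–1.5 h, RT).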
D2 agonist: D2 dopamine receptor (human) agonism. HEK293 T-REx D2 cells, calcium flux agonist mode. activation, % at 2 µM. actives 0.53% (n = 340,000). AID 485358;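 active = activation over 3 SD above normal in the single-dose calcium agonist read, cut at about 30% in these data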; note: 0% is about no effect
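Agonism is scored from calcium flux in a force-coupled, inducible HEK293 cell line expressing D2, read kinetically for 180 s after compound addition against dopamine controls.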
D1 antag: human D1 dopamine receptor antagonism. HEK293 TREx D1 cells, calcium flux, dopamine EC80; hits give low values. activity change, negative = inhibition, % at 10 µM. actives 3.2% (n = 360,000). AID 504652; in the data active = activity change below about -30%; note: % is set by controls: 0 for no effect and ±100 for the full control effect
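Tetracycline-induced HEK293 Trex D1 cells, force-coupled to calcium, dye-loaded; compounds added and read 180 s, then EC80 dopamine added and calcium flux tracked kinetically another 180 s.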
D2 potentiator: positive allosteric modulators of human D2 dopamine receptor; P14416; HEK293 T-REx D2, calcium flux, EC20 dopamine potentiation; potentiation, % at 10 µM; actives 0.34% (n = 340,000); AID 485347;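 active = potentiation over 3 SD above the plate norm, cut at about 30% in these data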; note: 0% is about no effect
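Using a no-wash calcium dye in inducible, force-coupled HEK293 Trex cells expressing D2, we tracked fluorescence each second for 180 s after compound, then for 180 s after EC20 dopamine to detect augmented signalling.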
The depositor's hits bear a star; / = not tested or not shown; & = joins results of further samples. Cut-off read from the data, not from the text of the source, unless noted: active = activation above about 30%; inactive = the rest. An unsorted share of the library; about 7.1% have a hit in one of these screens.

Preview, five compounds:
Order of values – TRHR enhancer, D1 antag, D2 antag, D1 ag, RXFP1 antagonist, D2 potentiator, D2 agonist, D1 potentiator, TRHR ag
1. O=C(O)CC1SC(=Nc2ccccc2)N(c2ccccc2)C1=O (centres undefined)
 : 1, -31*, 43*, -1, 5, 0, 0.9, -5, -0.3
2. CC(C)(C)c1ccc(-c2cnco2)cc1
 : -5, 5, /, 1, -3, /, /, -5, -1.0
3. O=C(NC1(Cc2ccccc2)CCN(Cc2ccc(-c3ccccc3)cc2)C1=O)c1ccccc1 (centres undefined)
 : -1, /, -6, 5, /, -8, 2.1, -2, 0.5
4. CCOC(=O)Cn1cc(C(=O)C(C)(C)C)c2ccccc21
 : -5, 6, 6, 2, -2, 4, 0.1, -2, -0.4
5. COc1ccc(S(=O)(=O)c2cnc(SCC(=O)Nc3cc(F)ccc3C)[nH]c2=O)cc1Cl
 : 12, 5, /, -2, /, -12, -0.5, 0, -0.3

The listing, repeating the preview:
Order of values – TRHR enhancer, D1 antag, D2 antag, D1 ag, RXFP1 antagonist, D2 potentiator, D2 agonist, D1 potentiator, TRHR ag
1. O=C(O)CC1SC(=Nc2ccccc2)N(c2ccccc2)C1=O (centres undefined)
 : 1, -31*, 43*, -1, 5, 0, 0.9, -5, -0.3
2. CC(C)(C)c1ccc(-c2cnco2)cc1
 : -5, 5, /, 1, -3, /, /, -5, -1.0
3. O=C(NC1(Cc2ccccc2)CCN(Cc2ccc(-c3ccccc3)cc2)C1=O)c1ccccc1 (centres undefined)
 : -1, /, -6, 5, /, -8, 2.1, -2, 0.5
4. CCOC(=O)Cn1cc(C(=O)C(C)(C)C)c2ccccc21
 : -5, 6, 6, 2, -2, 4, 0.1, -2, -0.4
5. COc1ccc(S(=O)(=O)c2cnc(SCC(=O)Nc3cc(F)ccc3C)[nH]c2=O)cc1Cl
 : 12, 5, /, -2, /, -12, -0.5, 0, -0.3
6. CC(C)Cc1nc2oc3c(=O)[nH]cnc3c2c2c1CCC2
 : 1, -3, 3, -1, -3, -2, -0.7, -4, -0.5
7. O=C(Nc1ccc(Cl)cc1)Nn1cnnc1
 : -4, -3, -21, 0, 1, -9, -0.3, -4, 0.6
8. Cc1nn(-c2ccccc2)c(Cl)c1/C=C1\C(=O)N(C)C(=S)N1C
 : 3, 3, -14, 5, -9, 5, 0.9, -5, -1.3
9. Oc1ccc2ccccc2c1C=NCc1ccccc1
 : -3, 9, -12, 0, -9, -11, -0.9, 4, -1.3
10. c1csc(CNc2ccc3c(c2)OCCO3)c1
 : 6, 9, -1, 1, 3, -4, 0.5, -7, -0.1
11. O=C(O)C1C2C=CC3(CN(C/C=C/c4ccccc4)C(=O)C13)O2 (centres undefined)
 : 6, 10, 11, 2, -1, -7, 1.2, -4, 0.6
12. O=C(NCCCCNC(=O)c1ccc(Cl)s1)c1ccc(Cl)s1
 : 3, 8, -10, 1, -6, -22, -0.3, -6, -0.6
13. Cc1cc(C)cc(N(CC(=O)NC2CCCCCC2)S(=O)(=O)c2c(C)[nH]c(=O)[nH]c2=O)c1
 : 0, 7, 12, 2, -2, -3, 0.3, 3, -0.5
14. COc1ccc(NC(=O)/C=C/c2ccc3c(c2)OCO3)cc1
 : 15, -7, -3, 1, -6, -3, -0.8, 7, -1.0
15. C[C@H](N)c1nnc(SCc2c(Cl)cccc2Cl)o1
 : 3, 35, /, 1, -6, /, /, 10, 0.1
16. Cc1cc(C)cc(Nc2nc3ccc(C)cc3n3cnnc23)c1
 : -26, -23, 16, 1, 2, 1, -1.1, -12, -1.2
17. COc1ccc2cc(C#N)c(SCC(=O)Nc3nonc3C)nc2c1
 : -8, -13, 1, 1, 8, /, 2.5, -9, 0.7
18. O=C(Nc1nccs1)C(c1ccccc1)N1CCCCC1 (centres undefined)
 : 3, 7, /, 2, -9, /, /, -2, 0.4
19. Nc1nnc(SCC(=O)Nc2sc3c(c2C(=O)c2ccccc2)CCCC3)s1
 : 0, 5, -8, 2, -10, 10, -1.3, 6, -0.3
20. COc1ccc(/C=N/OCC(=O)NCc2cccs2)c(OC)c1
 : 6, -7, 8, 3, 16, -3, -0.2, 1, -0.1
21. Nc1nonc1-n1nnc(C(=O)N/N=C/c2cccc(Cl)c2)c1-c1cccs1
 : -3, 2, 2, 3, -22, 16, 0.1, -3, 0.0
22. CCOC(=O)c1c(CS(=O)(=O)c2ccccc2)n(C)c2cc(Br)c(O)c(CN(C)C)c12
 : -8, -9, -21, 2, 3, 10, -0.3, 2, -1.4
23. CC(=O)Nc1ccc2c(c1)n(C)c(=O)n2C
 : 1, 5, 1, 5, 9, 5, 2.0, 6, 0.0
24. CC(=O)Nc1ccc(Nc2nc(-c3sc(C)nc3C)cs2)cc1
 : 0, -2, 1, -1, -13, 2, 0.5, -6, -1.1
25. C=CCN1CN(Cc2ccco2)CNC1=S
 : -2, -6, -8, 3, 0, -6, 0.9, 2, 0.7
26. C/C(=N\NC(=O)c1cccnc1)c1cc(C)oc1C
 : -4, -3, 33*, 3, -2, -7, 2.1, -3, 0.0
27. CCCCOc1ccc(OCCSc2nc3ccccc3n2CC(=O)O)cc1
 : 56*, 5, 14, 1, 9, 0, -0.3, -3, -0.1
28. O=C(Cc1ccccc1)Nc1ccc(NC(=S)NC(=O)c2ccccc2)cc1
 : 0, 4, 5, 8, -22, 3, 0.8, 7, 2.7
29. Cc1ccc(/C=C2\SC(=S)N(CCC(=O)NNC(=O)c3ccc(O)cc3)C2=O)cc1
 : -5, 12, 3, 5, -14, -1, 0.1, -8, 0.5
30. CCOC(=O)c1ccc(NC(=O)CSc2nnc(CCc3ccc(C)o3)n2-c2ccccc2)cc1
 : 5, -3, -9, 14, -14, -3, 0.4, 2, -0.6
31. CC(Sc1nnc(-c2ccncc2)n1-c1ccc(F)cc1)C(=O)NC1CC1 (centres undefined)
 : 1, -7, 6, -1, 0, -3, 0.6, 7, 0.3
32. CC(C)OCCCNC(=O)C(=O)Nc1ccc2nc3n(c(=O)c2c1)CCCCC3
 : 2, -2, /, -1, -2, 13, -0.5, -1, -0.1
33. CC1/C(=N/O)CC(c2ccco2)NC1c1ccco1 (centres undefined)
 : 2, -2, -25, -1, 9, 0, 3.1, -3, 0.2
34. CCOc1ccc(CCNC(=O)c2cn(C)c3ccc(S(=O)(=O)N4CCOCC4)cc3c2=O)cc1OCC
 : -21&-15, 23&8, /, 4&0, -23&-5, 5, -1.0, -2&2, 0.1&-0.6
35. CC(=O)n1cc([C@@H]2C=C(C(=O)Nc3ccccc3)O[C@H](OCCCCO)C2)c2ccccc21
 : 26, 6, 7, 4, /, 8, -0.5, 5, 0.7
36. COc1ccc(/C=C2\SC(=S)N(CCCC(=O)N3CCOCC3)C2=O)cc1OC
 : 2, -12, -4, 2, -8, 13, 12, -6, -0.1
37. COc1ccc(NC(=O)N2CCc3c([nH]c4ccc(OC)cc34)C2c2ccc(OC)cc2)cc1 (centres undefined)
 : 5, -2, /, 5, -34, -3, 1.6, 0, 0.8
38. O=C(N=C1SC2CS(=O)(=O)CC2N1c1ccc(OC(F)(F)F)cc1)C1CC1 (centres undefined)
 : 0, -15, 10, 10, -6, -2, 3.8, -4, -0.1
39. CCc1cccc2c(=O)c(C(=O)N3CCOCC3)c[nH]c12
 : 7, -6, -10, 3, 2, -6, -0.6, 19, 0.2
40. CCOc1ccccc1NC(=O)N1CCC(C(=O)c2ccc(F)cc2)CC1
 : -5, /, 14, -1, -3, -5, 0.7, 4, -1.0
41. COc1ccc(/C=C/c2nnc(NC(=O)c3ccco3)s2)cc1
 : 3, -16, 16, 3, -9, 0, 0.2, -6, -0.3
42. O=[N+]([O-])c1ncccc1OCc1ccccc1Br
 : -1, -8, 34*, 4, 1, -11, -0.5, -8, 0.2
43. Cc1ccc(CC(NC(=O)c2ccccc2)C(=O)NC(CC(C)C)C(=O)O)cc1 (centres undefined)
 : -7, 6, -4, 1, -14, -30, -0.5, -10, 0.3
44. Cc1ccccc1S(=O)(=O)NC1OC(=O)C(Cl)=C1Cl (centres undefined)
 : 3, 16, 15, 4, 3, -5, 0.0, -5, -0.1
45. Cc1cccc(OCC(=O)NNC(=O)C2CCCCC2C(=O)O)c1 (centres undefined)
 : 0, -6, 3, 6, -16, 4, -8.2, 1, 0.2
46. c1ccc(COC2CCCN(Cc3nc(-c4cnccn4)no3)C2)nc1 (centres undefined)
 : 7, -5, -14, 2, -1, 12, -0.5, 8, -0.5
47. Cc1cccc(C)c1NC(=O)CN(C)C(=O)Cc1cccc(C(F)(F)F)c1
 : -6, 8, 13, 5, 6, -7, -1.3, /, 0.1
48. COC(=O)CSc1nc(N)c(C#N)c(-c2ccco2)c1C#N
 : 2, -10, 5, 1, -2, 8, -0.7, -7, -0.3
49. CCCCOC(=O)Nc1ccc(S(=O)(=O)Nc2ccc([N+](=O)[O-])cc2)cc1
 : -3, -1, /, 2, /, /, /, 0, 24
50. O=C(NCc1ccco1)c1ccc(COc2ccc(Cl)cc2)cc1
 : 6, -19, 6, 18, -25, -3, 1.1, -7, -0.2
51. Cc1cccc(-n2cc(-c3ccccc3)nc2SCC(=O)Nc2ccccc2Cl)c1
 : -8, -1, /, 7, -2, 13, 0.6, -2, 0.2
52. CN1C(CC(=O)Nc2ccc(Br)cc2)c2ccccc2CC1(C)C (centres undefined)
 : 0, 10, -14, 23, -18, -22, 2.6, -10, 5.1
53. CC(NC(=O)c1ccc2nc(CCc3ccccc3)oc2c1)c1ccccc1 (centres undefined)
 : 4, 2, /, 6, -24, 17, 2.1, 0, 0.1
54. CCOc1ccc2nc(SCC(=O)N3CCN(C(=O)c4ccco4)CC3)sc2c1
 : 2, 8, 2, 0, 5, 1, -0.2, 8, -0.5
55. CCC(=O)NCCCCCCCCCNC(=O)CC
 : 6, 8, 4, 2, -1, 4, 0.8, -3, 0.5
56. COC(=O)c1ccc(C2c3c(oc4ccc(Cl)cc4c3=O)C(=O)N2CCN2CCOCC2)cc1 (centres undefined)
 : -5, 0, 2, 3, -31, -1, 0.6, 0, 0.5
57. CCSc1nc2sc3c(c2c(=O)[nH]1)CCc1ccccc1-3
 : -8, 1, 18, -1, -2, -10, -1.2, -6, -1.1

Assay outcomes: PubChem, National Center for Advancing Translational Sciences (NCATS)
